# Dicer processing = human Dicer pre-microRNA cleavage inhibition; AID 1347074; z-score at 25 µM; Q9UPY3; cat-ELCCA pre-miR-21 Dicer processing, chemiluminescence; hits give high values; 6% of 47,000 active; in the data active = z-score above about 3, passing the limit was not always enough;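 note: plate controls were vehicle for no effect and no enzyme for full effect; higher signal means more uncleaved substrate so more Dicer inhibition; strong numbers were not always called active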
# Active calls of the source: *. The list is partial; rates above refer to the full screens.
SMILES,Dicer processing
CCOC(=O)c1ccc(Cl)cc1Nc1ccc([N+](=O)[O-])cc1C(=O)OCC,2.1
COc1ccc(OCCn2cc(C(=O)C(C)(C)C)c3ccccc32)cc1,0.39
O=C(c1cn(CCOc2ccccc2F)c2ccccc12)C1CC1,1.9
CC(C)(C)S(=O)(=O)/C(C#N)=C/N1CCN(C(c2ccccc2)c2ccccc2)CC1,0.48
CN(C)CCN(Cc1ccccc1)C(=O)C(C(=O)c1ccccc1)n1ccccc1=O (stereo not given),-0.66
CC(=O)CSc1ccc(C(F)(F)F)cc1[N+](=O)[O-],-2.8
CC(C)(C)c1ccc2c(c1)CN(c1cccc(C(=O)O)c1)CO2,-0.89
CCOC(=O)c1cc(C#N)c(N2CCN(S(C)(=O)=O)CC2)nc1C(F)(F)F,-0.43
COC(=O)/C=C1\S/C(=N\c2ccccn2)N(c2ccc(Cl)cc2)C1=O,-0.62
Cc1ccc(-n2nnnc2-c2cnn(-c3ccccc3)c2-c2ccccc2)cc1,1.8
CC1=C(C(=O)Nc2ccccn2)C(c2ccc(Br)cc2)n2nnnc2N1 (stereo not given),2.3
CCCCC#Cc1cncc(-c2n[nH]c(=S)n2C)c1,-1.6
Cc1cccc(CSc2nc(C)cc(=O)[nH]2)c1,-1.3
N#C/C(=N\Nc1ccc(OC(F)(F)F)cc1)C(=O)c1ccsc1,2
CCC1CC(C)(c2csc(Nc3ccc(C)cc3)n2)OC1=O (stereo not given),0.11
N#Cc1c(N)sc(=S)c2c1CCCC2,-2.5
CC(=O)Oc1ccc2nc(-c3ccccc3F)oc(=O)c2c1,-0.23
Cc1onc(-c2ccccc2Cl)c1C(O)c1ccc(F)cc1 (stereo not given),0.08
O=C(CSC1=NC(=O)C(Cc2ccccc2)C(=O)N1)Nc1ccc(Br)cn1 (stereo not given),1.1
COC(=O)C1=C(C)NC2=C(C(=O)CC(c3ccc(OC)c(OC)c3)C2)C1c1ccc2c(c1)OCO2 (stereo not given),-1.9
COc1ccc(-c2noc(-c3cccs3)n2)cc1,3.9*
O=C(NCc1ccccn1)c1cc2n(n1)C(C(F)(F)F)CC(c1ccco1)N2 (stereo not given),0.16
Cc1cc(=O)n(-c2ccccc2)n1C,-0.15
CC1(C)CC2(CCCN(Cc3nc4c(c(=O)[nH]3)C3(CCCC3)Cc3ccccc3-4)C2)CCO1 (stereo not given),0.47
O=C(Nc1ccccc1)c1sc2ccccc2c1Cl,-1.5
# Going on with the list.
SMILES,Dicer processing
Cc1cc(S(=O)(=O)/N=C/N(C)C)c(Cl)cc1Cl,-1.6
COc1ccccc1-c1nnc(SCc2ccccc2Cl)o1,1
COC(=O)c1c(C)oc(C)c1S(=O)(=O)Nc1ccccc1SCc1c(F)cccc1Cl,0.06
CN1CC=C(/C=C/c2ccccc2)CC1,3.8*
C#Cc1cccc(N2C(=O)c3cc(Cl)c(Cl)cc3C2=O)c1,0.21
CS(=O)(=O)NCc1ccc(Cl)cc1,-0.83
COc1ccccc1Nc1nc2nonc2nc1Nc1cccc(Br)c1,1.6
Cc1cc(=O)n(-c2nc3ccccc3[nH]2)[nH]1,4.3*
O=C(Cn1cc(C(=O)c2ccco2)c2ccccc21)Nc1ccc(Br)cc1,1.2
COc1ccc(Oc2c(C(F)(F)F)oc3c(CN(C)C)c(O)ccc3c2=O)cc1,-1.1
CC(C)(C)c1nc(Sc2ncc([N+](=O)[O-])s2)n[nH]1,-0.31
O=S(=O)(Nc1ccc2c(c1)nc1n2CCN(Cc2ccccc2)C1)c1ccc(Cl)cc1,1.6
CCn1cc(C(=O)O)c(=O)c2cnc(N3CCN(C(=O)Nc4ccccc4)CC3)nc21,-0.82
Cc1ccc2c(=O)c(C(=O)c3ccccc3Cl)coc2c1,3.8*
CCCc1c(Cc2c(F)cccc2Cl)c(=O)oc2cc(OS(=O)(=O)c3cc(C)c(Cl)cc3Cl)ccc12,0.72
CC(=O)c1sc2nnc(-c3ccccc3)c(-c3ccccc3)c2c1N,0.33
CC(C)C(=O)N(c1ccc2oc(=O)sc2c1)S(=O)(=O)c1cccs1,0.37
O=C(/C=C/c1cccs1)NC(=S)Nc1ccccc1Cl,-0.84
c1nc(NCCN2CCOCC2)c2c3c(sc2n1)CCCC3,0
CC1=C(C(=O)OC2CCCC2)C(c2ccccc2Br)C2=C(CCCC2=O)N1 (stereo not given),0.58
CCNc1cc(NC(C)C)nc(Oc2ccc(OCC(=O)OC)nn2)n1,0.7
CCOC(=O)CC(=O)CSc1nnc(NC(=O)c2ccc(Cl)cc2)s1,-1.4
Cc1ccc(CSC2=NCCCN2C2CCCCC2)cc1,-0.21
O=C(c1ccc(F)c(Cl)c1)c1ccc(F)c(Cl)c1,0.3
CCOC(=O)O/N=C(\C(=O)c1ccccc1)c1ccccc1,0.44
# Other structures follow:
SMILES,Dicer processing
Cc1nc(-c2cccs2)sc1NC(=O)O/N=C(\N)c1ccc(C(C)(C)C)cc1,0.76
Cc1cc(C)n(-c2ncnc3sc(-c4ccccc4)cc23)n1,-1.4
Cc1[nH]n(-c2ccccc2)c(=O)c1C(c1cccnc1)c1c(C)[nH]n(-c2ccccc2)c1=O,-1.9
CCCCCOC(=O)C1=C(C)NC2=C(C(=O)CC(C)(C)C2)C1c1ccc(C(=O)OC)cc1 (stereo not given),0.39
Cc1ccc(S(=O)(=O)N2CCN(C(=O)N3CCOCC3)C2c2ccc(N(C)C)cc2)cc1 (stereo not given),0.86
CN(C)/C=C/C(=O)c1ccc(F)cc1F,1
CN1CCN(CC(=O)N2CCc3ccccc32)CC1,1.6
N/C(CSc1ccc(Cl)cc1)=N\S(=O)(=O)c1cc(Cl)cc(Cl)c1,-0.83
CCN(CC)CCCNc1oc(-c2ccc(F)cc2)nc1C#N,-0.23
COc1cc(C2c3c(oc4ccccc4c3=O)C(=O)N2Cc2ccc3c(c2)OCO3)ccc1O (stereo not given),0.29
NS(=O)(=O)c1ccc(Sc2nc3ccccc3s2)c([N+](=O)[O-])c1,-0.77
O=[N+]([O-])c1cccnc1N/N=C/c1ccc(O)cc1,0.23
O=c1c(=O)n2c(nn1Cc1ccc(F)cc1)sc1ccccc12,-0.64
CCOC(=O)c1nc(C)nc(Sc2ccc(Cl)cc2)c1C,-0.88
CC1(C)CC(=O)C2=C(C1)Nc1ccc3ccccc3c1C2c1ccccc1 (stereo not given),-0.57
CC(=O)Nc1cc(C2CC2)nn1-c1ccccc1,-0.25
CC1CN(Cc2c(O)ccc3c(=O)c(-c4ccccc4Cl)c(C(F)(F)F)oc23)CC(C)O1 (stereo not given),0.52
COC(=O)Nc1ccc(S(=O)(=O)NC2CCS(=O)(=O)C2)cc1 (stereo not given),-0.67
CSC1=C(C#N)C(=O)NC(c2cccc3ccccc23)S1 (stereo not given),0.89
CN1C(=O)C2(/C(=C(/O)c3ccc(F)cc3)C(=O)C(=O)N2CCCN2CCOCC2)c2ccccc21 (stereo not given),0.07
CCOC(=O)c1sc(N2C(=O)C(=O)/C(=C(/O)c3ccccc3)C2c2ccc(F)cc2)nc1C (stereo not given),-0.07
CN(C)c1cccc2c(S(=O)(=O)Nc3ccccc3)cccc12,-0.34
Cc1ccc2[nH]c(=O)c(-c3noc(-c4ccccc4F)n3)cc2c1,0.84
CC(=O)N(c1ccccc1)C(C)C1CC1 (stereo not given),-0.67
Cc1ccc(C2CC(C(F)(F)F)n3ncc(C(=O)Nc4ccc5c(c4)OCO5)c3N2)cc1 (stereo not given),0
# New compounds follow:
SMILES,Dicer processing
N#CC1=C(C(N)=O)N=C(c2ccccc2)C(c2ccccc2)N1 (stereo not given),0.55
CC1=N/C(=C\c2ccc3ccccc3c2)C(=O)O1,-0.93
O=c1oc(-c2ccc([N+](=O)[O-])cc2)nc2c(Br)cc(Br)cc12,-0.9
Cc1ccc(S(=O)(=O)NNC(=O)c2cc([N+](=O)[O-])ccc2N)cc1,-0.92
COc1cc(C)c(C(C)C)cc1S(=O)(=O)n1cnc(C)c1,0.09
Cc1nn(C2c3ccccc3Oc3ccccc32)c(=S)s1,-0.15
COc1cccc(-c2cnc(NCc3cc(Br)ccc3F)n2C)c1,53
CCCCCC(=O)Oc1ccc(N2C(=O)C3CCCCC3C2=O)cc1 (stereo not given),-0.68
CC(=O)NCc1ccccc1Br,1.1
CNc1nc2[nH]c(=O)cc(O)c2s1,-4.3
COc1ccc(-c2cc(-c3nnc(N)o3)no2)cc1,1.1
FC(F)(F)Oc1ccc(CSc2nc3cc(Cl)c(Cl)cc3[nH]2)cc1,-0.5
CCC12CN3CC(CC)(CN(C1)C3c1ccccc1F)C2=O (stereo not given),1.4
Cc1nc(C#Cc2cccnc2)cs1,-0.79
COC(=O)CSc1nnc(-c2ccc(OC)cc2)o1,0.66
N#CC1=C(SCc2ccccc2)SC(c2ccc(C(=O)O)cc2)NC1=O (stereo not given),-0.02
COC(=O)c1ccc(C(=O)OC)c(N2C(=O)CSCC2=O)c1,-2.6
Cc1nc(S(=O)(=O)NC2CCS(=O)(=O)C2)cn1C (stereo not given),-0.22
CC(C)(C)NC(=O)c1nn2c(C(F)(F)F)cc(-c3ccccc3)nc2c1Cl,-0.55
O=S(=O)(c1ccc(Br)s1)N1CCC(C(c2ccccc2)c2ccccc2)CC1,0.14
O=C(CSc1nnnn1-c1ccccc1)Nc1ncc2c(n1)CC(c1ccccc1)CC2=O (stereo not given),0.37
Cc1nnc(N2C(=O)C(O)=C(C(=O)c3cccs3)C2c2ccc(F)cc2)s1 (stereo not given),3.8*
COc1ccc(OC)c(-c2ccn[nH]2)c1OCc1ccccc1,-0.55
Cn1c(NCCCO)nc2c(c1=O)C1(CCCCC1)Cc1ccccc1-2,0.39
O=C1NN=C(c2ccccc2)/C1=C1\SC(C(=O)c2cccs2)=NN1c1ccccc1,-3.5

# Four compounds drawn at random from those above, as already listed:
SMILES,Dicer processing
CC(C)(C)NC(=O)c1nn2c(C(F)(F)F)cc(-c3ccccc3)nc2c1Cl,-0.55
Cc1cc(=O)n(-c2nc3ccccc3[nH]2)[nH]1,4.3*
FC(F)(F)Oc1ccc(CSc2nc3cc(Cl)c(Cl)cc3[nH]2)cc1,-0.5
CC(=O)CSc1ccc(C(F)(F)F)cc1[N+](=O)[O-],-2.8

# Next part:
SMILES,Dicer processing
O=c1c(Cl)c(Oc2ccccc2)cnn1-c1ccccc1,-0.87
CCCCOC(=O)CCc1nc2ccccc2[nH]c1=O,0.6
S=c1[nH]nc(-c2ccncc2)n1CCc1ccccc1,-1
Cc1cc(C)cc(N2C(=O)CC(Nc3ccc(N4CCOCC4)cc3)C2=O)c1 (stereo not given),0.08
O=C(Nc1nnc(C2CC2)s1)c1ccc(Oc2cc(Cl)cc(Cl)c2)o1,-0.34
O=C1CC2(CCCC2)C(=O)N1c1ccc(S(=O)(=O)NC2CCCCC2)cc1Cl,-1.3
COC(=O)COc1ccc(SC(F)(F)F)cc1,-0.39
COC(=O)C1=C(C)Nc2nc3ccccc3n2C1c1ccncc1 (stereo not given),-1.5
CC1=C(C(=O)OC(C)C)C(c2cccs2)C2=C(CC(c3ccccc3)CC2=O)N1 (stereo not given),2.6
COc1cccc(-c2nnc(SCc3ccc(Br)cc3)o2)c1,0.26
O=C(Nc1csc([N+](=O)[O-])c1)Nc1c(Cl)cccc1Cl,0.97
COc1ccc(C)c(-n2c(N)cc(=O)n(Cc3ccccc3)c2=O)c1,-0.14
COC(=O)c1c(C)nc(C)c(C(=O)OC)c1-c1csc(S(=O)(=O)/N=C/N(C)C)c1,1.1
CNc1ncnc(Oc2ccc(OC)cc2)c1[N+](=O)[O-],0.47
Cc1ccc(C2/C(=C(\O)c3ccc(Cl)cc3)C(=O)C(=O)N2c2nccs2)cc1 (stereo not given),-0.11
COc1ccc(/C=N/Nc2ncnc3sc4c(c23)CCCC4)cc1,6.5
CCOC(=O)c1nc(C)sc1-c1ccnn1S(=O)(=O)c1ccccc1C(F)(F)F,-0.3
Cc1nc(/N=C(\N)NC(=O)Nc2ccc(Cl)cc2)sc1Br,-1.4
CC1=C(C)CC2C(=O)N(c3ccc(C(C)C)cc3)C(=O)C2C1 (stereo not given),0.72
Cc1ccc(C(=O)C(C)Sc2nnc(-c3ccc4ccccc4c3)n2C)cc1Cl (stereo not given),-0.6
Cc1ccc(-n2c(CC#N)n[nH]c2=S)c(C)c1,0.34
C=CC(=C)CC(NC)c1ccccc1 (stereo not given),1.5
COc1cc(C2C(C(=O)OCC3CCCO3)=C(C)NC3=C2C(=O)CCC3)cc(Cl)c1O (stereo not given),0.93
COC(=O)c1ccc(N2C(=O)C3ON(c4ccccc4)C(c4ccc(OC)cc4OC)C3C2=O)cc1 (stereo not given),-0.46
CCSC1=NCN(Cc2cccs2)CN1,-0.06
CCOC(=O)c1ncn2c1CN(C)C(=O)c1cc(F)ccc1-2,-0.55
COc1ccc(O)c(C2=NN3C(C2)c2ccccc2OC3c2ccncc2)c1 (stereo not given),11*
CCOc1cccc2c1N[C@@H](c1ccc(C(=O)O)cc1)[C@H]1CC=C[C@@H]21,0.69
CCCc1ccc2c(N)c(C(=O)c3ccccc3)sc2n1,-0.08
CCCCCCCCSc1nnc(/N=C/NO)s1,2.5

# A second format for 2 compounds above.
SMILES | Dicer processing
COC(=O)/C=C1\S/C(=N\c2ccccn2)N(c2ccc(Cl)cc2)C1=O | -0.62
Cc1ccc(-n2nnnc2-c2cnn(-c3ccccc3)c2-c2ccccc2)cc1 | 1.8

# Another view of 3 compounds above.
CCOC(=O)c1nc(C)sc1-c1ccnn1S(=O)(=O)c1ccccc1C(F)(F)F
- Dicer processing: -0.3

CNc1ncnc(Oc2ccc(OC)cc2)c1[N+](=O)[O-]
- Dicer processing: 0.47

COC(=O)COc1ccc(SC(F)(F)F)cc1
- Dicer processing: -0.39

# Source: PubChem
